Compound activity as filed in PubChem BioAssay.
PKA-R1A activ = activators of PKA-R1A complex; activation, % at 11.4 µM; PKA-R1A dissociation, Cy5-IP20 fluorescence polarization; scaled: DMSO 0%, 113 µM cGMP 100%; P00514+P68181; 340,000 tested, 0.083% active; AID 504707;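 active = percent activation above the mean of all tested compounds plus 3 SD, cut at about 19% in these data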;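 note: higher means more PKAc released from R1A so a rise in polarization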
DAGLB inh = blocks human DAGLB lipase activity. Q8NCG7. HEK293T DAGLB membrane lysate, EnzChek fluorogenic substrate. inhibition, % at 5.17 µM. 340,000 tested, 0.059% active; in the data active = inhibition above about 34%;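 note: 0% = enzyme with vehicle and 100% = wells lacking enzyme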
PKA-R2B act = activates the human PKA-R2B holoenzyme complex | PKA-R2B holoenzyme dissociation, Cy5-IP20 fluorescence polarization; R2B truncated from residue 108, S112A mutant; 0% DMSO only, 100% 113 µM cGMP | activation, % at 11.4 µM | 340,000 tested, 0.079% active;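 active = activation above a cutoff set at the mean over all compounds plus 3 SD, cut at about 18% in these data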;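 note: higher means more holoenzyme dissociation and a rise in polarization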
Target sequence (P31323 whole entry, looked up, other chains not shown, the tested form may be a part): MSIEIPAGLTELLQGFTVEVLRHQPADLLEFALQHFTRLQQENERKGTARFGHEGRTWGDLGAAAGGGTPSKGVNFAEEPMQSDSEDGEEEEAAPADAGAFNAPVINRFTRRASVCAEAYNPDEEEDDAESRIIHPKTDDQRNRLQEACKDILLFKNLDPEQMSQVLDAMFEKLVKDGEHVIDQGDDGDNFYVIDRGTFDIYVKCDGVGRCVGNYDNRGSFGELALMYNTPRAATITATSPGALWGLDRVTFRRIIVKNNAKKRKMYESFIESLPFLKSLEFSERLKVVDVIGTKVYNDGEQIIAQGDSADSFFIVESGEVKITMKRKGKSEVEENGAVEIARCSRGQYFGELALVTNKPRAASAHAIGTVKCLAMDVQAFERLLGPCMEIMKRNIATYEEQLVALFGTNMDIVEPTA
HTR5A ag = HTR5A agonism, opioid heterodimer counter-screen; P47898; HTR5A agonist assay, luminescence, cell-based; activation, % at 9.3 µM; 340,000 tested, 0.61% active; in the data active = activation mostly above about 9.5%, no sharp cut-off; inactive = mostly below about 7.6%;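 note: 0% = cells with vehicle only and 100% = reference agonist; strong numbers were not always called active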
HTR5A inv ag = counter-screen for OPRM1-OPRD1 inverse agonists: human HTR5A inverse agonism. P47898. HTR5A cell line, luminescence. inhibition, % at 9.3 µM. 340,000 tested, 0.083% active. AID 504634; in the data active = inhibition mostly above about 23%, no sharp cut-off; inactive = mostly below about 18%;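 note: 0% = cells with DMSO and 100% = no-cell wells with DMSO; some compounds called inactive have numbers as strong as hits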
CDK5 inh = CDK5/p35 (human) kinase inhibition; Q00535+Q15078; Recombinant CDK5/p35, ADP-Glo luminescence, 60 min; inhibition, % at 10 µM; 330,000 tested, 0.01% active;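 active = highest replicate inhibition of at least 50% and at least 75% of replicates reaching 50%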;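 note: plate controls were DMSO neutral control for no effect and GW8510 at 10 µM for full effect; many of its hits are not listed in these tables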
Target sequence (Q00535 whole entry, looked up): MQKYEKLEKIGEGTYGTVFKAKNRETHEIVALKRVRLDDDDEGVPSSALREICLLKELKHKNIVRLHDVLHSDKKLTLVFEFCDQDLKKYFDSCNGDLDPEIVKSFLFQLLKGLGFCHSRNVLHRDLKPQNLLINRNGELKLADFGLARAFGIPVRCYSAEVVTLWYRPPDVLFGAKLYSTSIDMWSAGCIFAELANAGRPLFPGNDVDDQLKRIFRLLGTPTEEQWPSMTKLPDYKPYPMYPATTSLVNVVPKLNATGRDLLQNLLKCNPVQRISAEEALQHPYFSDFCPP
Target sequence (Q15078 whole entry, looked up): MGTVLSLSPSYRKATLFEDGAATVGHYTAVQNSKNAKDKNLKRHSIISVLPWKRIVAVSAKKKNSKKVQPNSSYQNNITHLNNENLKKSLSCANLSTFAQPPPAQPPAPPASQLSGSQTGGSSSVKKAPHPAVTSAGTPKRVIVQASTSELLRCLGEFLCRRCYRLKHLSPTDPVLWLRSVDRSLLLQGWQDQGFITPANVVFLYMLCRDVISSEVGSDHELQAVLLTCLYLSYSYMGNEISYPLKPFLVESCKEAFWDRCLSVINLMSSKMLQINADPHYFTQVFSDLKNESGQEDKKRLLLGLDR
phage Ecoli inh = E. coli growth loss with phage present; AID 651602; growth absorbance; 360,000 tested, 0.26% active; inhibition, % at 11.9 µM; in the data active = inhibition above about 11%
Tat export inh = inhibitors of E. coli Tat protein transport. E. coli MC4100 TorA-mCherry Tat export, fluorescence. inhibition, % at 10 µM. 340,000 tested, 0.036% active. AID 488895;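 active = mean replicate inhibition at least 50% and at least half of replicates individually reaching 50%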;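 note: exported cargo escapes ClpAP degradation while cytoplasmic cargo is degraded and loses fluorescence; 0% = median of neutral control wells and 100% = median of NaSCN control wells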
AddAB inh = less growth of phage-infected E. coli with AddAB. AID 435030. inhibition, % at 11.9 µM. 330,000 tested, 0.29% active. E. coli expressing H. pylori AddAB, absorbance growth; in the data active = inhibition above about 12%;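 note: 0% = vehicle wells of infected cells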
SUMO Mot1 rescue = SUMOylation pathway inhibition by Mot1-301 growth rescue. growth rescue, % at 18.8 µM. 320,000 tested, 1% active. S. cerevisiae Mot1-301 growth rescue, ATP luminescence, 38.5C; percent above DMSO median, 100 means doubled;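 active = every valid replicate shows activation above 250% relative to neutral control wells; inactive = the rest, any valid replicate at or below 250%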;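 note: OY570 slx delta 5 strain wells were the positive control but not used for scaling; some compounds called inactive have numbers as strong as hits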
E coli growth = reduces bacterial viability in AddAB counter-screen | E. coli V3065 growth, OD600 absorbance, 18 h | inhibition, % at 11.9 µM | 330,000 tested, 0.27% active;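 active = inhibition above the campaign's mean inhibition across all tested compounds plus 3 SD, cut at about 9.9% in these data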;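 note: uninfected addAB+ strain grown without phage in ampicillin broth; 0% = DMSO wells and 100% = ciprofloxacin 0.95 µg/ml wells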
Active calls of the source: *.

Screening CCn1c(C)nnc1SCC(=O)Nc1ccc2c(c1)OCCO2 returned PKA-R1A activ 0.6, DAGLB inh -0.6, PKA-R2B act -2.3, HTR5A ag 1.6, HTR5A inv ag 3.8, CDK5 inh 0.2, phage Ecoli inh 1.1, Tat export inh -14.6, AddAB inh 1.7, SUMO Mot1 rescue -19.7 and E coli growth 0.5.
For COc1cc(NC(=O)CN2CCC(C)CC2)c(C)cc1[N+](=O)[O-] the results were PKA-R1A activ -4.9, DAGLB inh 2.6, PKA-R2B act -10.7, HTR5A ag -2.4, HTR5A inv ag 8.2, CDK5 inh 2.2, phage Ecoli inh 1.1, Tat export inh 2.3, AddAB inh 2.8, SUMO Mot1 rescue 10.0 and E coli growth 0.7.
For COc1ccc(CNC(=O)CN2C(=O)C3CCCN3c3ncc(Cl)cc32)cc1 (stereo unspecified) the results were PKA-R1A activ -9.2, DAGLB inh 0.9, PKA-R2B act -2.0, HTR5A ag -1.6, HTR5A inv ag 4.2, CDK5 inh -2.1, phage Ecoli inh -1.9, Tat export inh -6.8, AddAB inh 1.4, SUMO Mot1 rescue -3.9 and E coli growth -0.8.
`Cc1ccc2nc(-c3ccc(NS(=O)(=O)c4c(C)n(C)c(=O)n(C)c4=O)cc3)sc2c1` gave PKA-R1A activ 8.2, DAGLB inh 1.8, PKA-R2B act -13.1, HTR5A ag -1.2, HTR5A inv ag -7.3, CDK5 inh 1.3, phage Ecoli inh 3.1, Tat export inh 2.0, AddAB inh 0.9, SUMO Mot1 rescue 323.5* and E coli growth 1.2.
`C=CCn1c(SCC(=O)Nc2ccc(F)cc2)nc2ccccc2c1=O` gave PKA-R1A activ -0.3, DAGLB inh -3.2, PKA-R2B act 4.9, HTR5A ag 6.7, HTR5A inv ag -18.5, CDK5 inh 0.0, phage Ecoli inh 0.2, Tat export inh -6.3, AddAB inh 0.5, SUMO Mot1 rescue -23.4 and E coli growth 2.5.
CC(C)(CNC(=O)Cc1ccc(Cl)cc1Cl)N1CCCCC1 was read as PKA-R1A activ -9.2, DAGLB inh 0.6, PKA-R2B act -10.7, HTR5A ag 2.3, HTR5A inv ag -6.1, CDK5 inh 3.8, phage Ecoli inh 0.5, Tat export inh -7.5, AddAB inh -0.8, SUMO Mot1 rescue 10.5 and E coli growth -2.0.
`COc1ccc(Nc2nc3c([nH]2)c(=O)[nH]c(=O)n3C)cc1` gave PKA-R1A activ 4.8, DAGLB inh 2.5, PKA-R2B act -9.8, HTR5A ag -4.6, HTR5A inv ag 3.9, CDK5 inh 2.2, phage Ecoli inh -1.4, Tat export inh -0.8, AddAB inh 1.0, SUMO Mot1 rescue 39.9 and E coli growth -1.1.
Screening C#CC[N+]1(CC#Cc2cccc3ccccc23)CCOCC1 returned CDK5 inh 0.3, phage Ecoli inh 2.8, Tat export inh 1.3, AddAB inh 5.0, SUMO Mot1 rescue -1.0 and E coli growth 0.0.
Cc1cc(O)cc(C)c1NS(=O)(=O)c1ccc2ccccc2c1 was read as PKA-R1A activ -11.8, DAGLB inh -0.3, PKA-R2B act -15.3, HTR5A ag 5.3, HTR5A inv ag -20.8, CDK5 inh -0.2, phage Ecoli inh -0.4, Tat export inh 7.9, AddAB inh -0.2, SUMO Mot1 rescue 3.5 and E coli growth 0.7.
`COc1ccc(Cl)cc1CN1CCN(c2nc(C)cc(C)c2C#N)CC1` gave PKA-R1A activ 2.3, DAGLB inh -7.6, PKA-R2B act 1.1, HTR5A ag -4.8, HTR5A inv ag 10.6, CDK5 inh -3.6, phage Ecoli inh 4.2, Tat export inh 9.6, AddAB inh 2.7, SUMO Mot1 rescue 10.8 and E coli growth -0.5.
`CC(C)c1nnc(NC(=O)CCC(=O)Nc2ccccc2)s1` gave PKA-R1A activ 1.4, DAGLB inh -2.5, PKA-R2B act -7.8, HTR5A ag 4.2, HTR5A inv ag -10.9, CDK5 inh 0.0, phage Ecoli inh -0.2, Tat export inh -4.9, AddAB inh 1.5, SUMO Mot1 rescue -8.8 and E coli growth 2.4.
For O=Cc1ccc(OCc2ccccn2)cc1 the results were PKA-R1A activ 8.7, DAGLB inh -4.3, PKA-R2B act -5.2, HTR5A ag 0.7, HTR5A inv ag -22.8, CDK5 inh 4.2, phage Ecoli inh -1.0, Tat export inh -11.3, AddAB inh -1.1, SUMO Mot1 rescue -5.5 and E coli growth -2.0.
Screening O=c1c2c(-c3ccccc3)csc2ncn1/N=C/c1c2ccccc2cc2ccccc12 returned PKA-R1A activ 4.1, DAGLB inh -8.2, PKA-R2B act 0.2, HTR5A ag -3.6, HTR5A inv ag -11.1, CDK5 inh -0.9, phage Ecoli inh 1.2, Tat export inh 5.3, AddAB inh 1.6, SUMO Mot1 rescue -6.8 and E coli growth -3.0.
Cc1nc(SCC(N)=O)c(C#N)c(C)c1C was read as PKA-R1A activ 2.0, DAGLB inh -1.7, PKA-R2B act 7.9, HTR5A ag 0.7, HTR5A inv ag -16.9, CDK5 inh -5.0, phage Ecoli inh 2.6, Tat export inh -10.1, AddAB inh 0.9, SUMO Mot1 rescue -1.1 and E coli growth 3.6.
For S=C(NCCN1CCOCC1)Nc1ccc(Nc2ccccc2)cc1 the results were PKA-R1A activ -14.7, DAGLB inh -1.4, PKA-R2B act 5.7, HTR5A ag 4.2, HTR5A inv ag -11.1, CDK5 inh 0.6, phage Ecoli inh 4.5, Tat export inh -10.1, AddAB inh 1.8, SUMO Mot1 rescue -2.8 and E coli growth 0.8.
Screening CC(=O)c1cc(C#N)c(N2CC(C)OC(C)C2)nc1C (stereo unspecified) returned PKA-R1A activ -4.3, DAGLB inh -0.8, PKA-R2B act 5.0, HTR5A ag 4.2, HTR5A inv ag -11.4, CDK5 inh 0.0, phage Ecoli inh 1.2, Tat export inh -2.5, AddAB inh 2.4, SUMO Mot1 rescue -4.4 and E coli growth -0.7.
Cc1ccc(NC(=O)C2CCN(C(=O)c3cccs3)CC2)cc1 was read as PKA-R1A activ -2.4, DAGLB inh -1.2, PKA-R2B act 3.6, HTR5A ag -1.9, HTR5A inv ag -12.9, CDK5 inh -0.3, phage Ecoli inh 2.8, Tat export inh -3.9, AddAB inh 0.0, SUMO Mot1 rescue -13.0 and E coli growth 0.4.
`Cc1cccc(NC(=O)CSC(N)=O)c1C` gave PKA-R1A activ -16.9, DAGLB inh -8.8, PKA-R2B act -6.0, HTR5A ag 17.0, HTR5A inv ag -41.2, CDK5 inh -0.8, phage Ecoli inh 2.0, Tat export inh 5.9, AddAB inh 2.7, SUMO Mot1 rescue -2.3 and E coli growth 0.8.
For CC(c1ccccc1)N1C(=O)/C(=C/c2ccncc2)SC1=S (stereo unspecified) the results were PKA-R1A activ -5.7, DAGLB inh -6.7, PKA-R2B act -8.7, HTR5A ag -1.3, HTR5A inv ag -16.4, CDK5 inh -3.8, phage Ecoli inh -1.0, Tat export inh 5.6, AddAB inh 1.9, SUMO Mot1 rescue 61.3 and E coli growth -0.3.
Screening CC(C)CCNC(=O)CN1C(=O)NC(c2ccccc2)(c2ccccc2)C1=O returned PKA-R1A activ 4.7, DAGLB inh -1.8, PKA-R2B act -6.6, HTR5A ag 1.9, HTR5A inv ag -23.0, CDK5 inh -1.3, phage Ecoli inh 0.0, Tat export inh -5.0, AddAB inh 6.8, SUMO Mot1 rescue 32.5 and E coli growth 0.2.
CCCc1c(O)nc(SCc2ccccc2)[nH]c1=O was read as PKA-R1A activ 0.8, DAGLB inh 2.6, PKA-R2B act -0.9, HTR5A ag -5.3, HTR5A inv ag 13.9, CDK5 inh -1.7, phage Ecoli inh 4.0, Tat export inh 5.4, AddAB inh 3.9, SUMO Mot1 rescue 76.1 and E coli growth 0.2.
`COc1ccc(C2(C)NC(=O)N(CC(=O)Nc3ccc4[nH]c(=O)[nH]c4c3)C2=O)cc1` (stereo unspecified) gave PKA-R1A activ 1.6, DAGLB inh 3.4, PKA-R2B act -5.2, HTR5A ag -0.2, HTR5A inv ag -11.1, CDK5 inh -0.2, phage Ecoli inh 2.1, Tat export inh -3.8, AddAB inh 2.8, SUMO Mot1 rescue -4.5 and E coli growth 1.1.
COc1cc(CN2CCCC(CO)(Cc3ccccc3)C2)ccc1O (stereo unspecified) was read as PKA-R1A activ 3.4, DAGLB inh -5.3, PKA-R2B act 8.4, HTR5A ag 4.1, HTR5A inv ag 11.5, CDK5 inh 2.1, phage Ecoli inh -2.3, Tat export inh 5.1, AddAB inh 0.1, SUMO Mot1 rescue 83.3 and E coli growth 1.5.
For O=C(c1ccc(Br)s1)N1CCN(c2ccccn2)CC1 the results were PKA-R1A activ 8.8, DAGLB inh -11.2, PKA-R2B act -8.0, HTR5A ag 3.5, HTR5A inv ag -12.8, CDK5 inh -0.5, phage Ecoli inh 3.4, Tat export inh -0.6, AddAB inh -0.6, SUMO Mot1 rescue 10.8 and E coli growth 2.8.
For Cc1cc(-c2nnc(SCC(=O)Nc3ccccn3)o2)no1 the results were PKA-R1A activ -0.8, DAGLB inh 2.4, PKA-R2B act 0.1, HTR5A ag 0.7, HTR5A inv ag -1.8, CDK5 inh 3.8, phage Ecoli inh 1.2, Tat export inh 2.2, AddAB inh -1.9, SUMO Mot1 rescue -9.8 and E coli growth -0.3.
`O=C(N=Nc1c(O)[nH]c2ccccc12)c1cc(-c2cccs2)[nH]n1` gave PKA-R1A activ 1.9, DAGLB inh 4.5, PKA-R2B act -6.5, HTR5A ag 8.5, HTR5A inv ag -24.4, CDK5 inh 2.6, phage Ecoli inh -2.3, Tat export inh -3.1, AddAB inh 1.8, SUMO Mot1 rescue 10.6 and E coli growth -0.4.
Screening Cc1cc(C2C(=O)NC(=O)C2=O)c(C)cc1Br (stereo unspecified) returned PKA-R1A activ 4.4, DAGLB inh 2.2, PKA-R2B act 6.2, HTR5A ag 0.8, HTR5A inv ag -2.7, CDK5 inh 1.0, phage Ecoli inh 3.0 and Tat export inh 4.8.
For COc1ccc(CNC(=O)COC(=O)CN2C(=O)NC3(CCCC3)C2=O)cc1 the results were PKA-R1A activ 0.7, DAGLB inh -0.5, PKA-R2B act -1.0, HTR5A ag -1.1, HTR5A inv ag 2.8, CDK5 inh 0.6, phage Ecoli inh -0.3, Tat export inh -14.9, AddAB inh 0.1, SUMO Mot1 rescue -2.1 and E coli growth 0.5.
`CSC1=NSC2=NC(=O)/C(=C\c3cccs3)C(=N)N12` gave PKA-R1A activ -4.7, DAGLB inh 7.9, PKA-R2B act -21.5, HTR5A ag 1.1, HTR5A inv ag -0.3, CDK5 inh 0.6, phage Ecoli inh 2.3, Tat export inh 3.8, AddAB inh 5.6, SUMO Mot1 rescue -13.2 and E coli growth 2.5.
Screening Cc1ccc(NC2(C(F)(F)F)N=C(c3ccccc3)NC2=O)nc1 (stereo unspecified) returned PKA-R1A activ 4.8, DAGLB inh 1.8, PKA-R2B act -3.9, HTR5A ag 0.0, HTR5A inv ag -20.6, CDK5 inh 0.3, phage Ecoli inh 4.3, Tat export inh 11.6, AddAB inh 0.3, SUMO Mot1 rescue 0.3 and E coli growth 0.1.
Screening CCCC(=O)Nc1ccc(C(=O)COC(=O)C2=COCCO2)cc1 returned PKA-R1A activ -0.9, DAGLB inh -0.5, PKA-R2B act 9.6, HTR5A ag 4.7, HTR5A inv ag -4.4, CDK5 inh 1.5, phage Ecoli inh 3.8 and Tat export inh -4.4.
